F508del corr: correctors of CFTR F508del function in bronchial epithelial cells | CFBE cells, YFP halide quenching; stimulated with forskolin plus potentiator P3; % fluorescence drop versus neutral controls | activity (quench increase), % at 7.58 µM | 350,000 tested, 0.36% active | AID 720511;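 active = mean added fluorescence quench of at least 8% versus neutral control, with both replicates also reaching 8%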;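 note: cells transiently co-express mutant CFTR-F508del with the halide-sensitive YFP; corrector assay measuring rescue of mutant channel to the surface after 24 h compound exposure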
XiGFP reactiv: activators of X-chromosome reactivation in mouse fibroblasts; activation, % at 7.58 µM; XiGFP mouse fibroblasts, % GFP-positive cells imaging, 3 d; cells co-treated with 5-aza-dC sensitizer; scaled so ellipticine positive control = 100%; 360,000 tested, 0.055% active;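 active = mean normalized replicate activation at least 10% and every replicate at or above 10%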;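 note: 0% = median of on-plate neutral control wells and 100% = ellipticine 6 µM median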
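System: XiGFP fibroblasts, SV40-immortalized. Medium: DMEM plus 5-aza-dC sensitizer. Doses: single point. Timing: 3 d treatment, 15 min room-temperature fixation. Control set: ellipticine 6 µM.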
RAD52 anneal inh: RAD52 (human) annealing inhibition; recombinant RAD52 DNA annealing, FRET fluorescence; inhibition, % at 18.7 µM; 360,000 tested, 0.46% active;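 active = every replicate showing at least 50% inhibition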
Target sequence (P43351 whole entry, looked up): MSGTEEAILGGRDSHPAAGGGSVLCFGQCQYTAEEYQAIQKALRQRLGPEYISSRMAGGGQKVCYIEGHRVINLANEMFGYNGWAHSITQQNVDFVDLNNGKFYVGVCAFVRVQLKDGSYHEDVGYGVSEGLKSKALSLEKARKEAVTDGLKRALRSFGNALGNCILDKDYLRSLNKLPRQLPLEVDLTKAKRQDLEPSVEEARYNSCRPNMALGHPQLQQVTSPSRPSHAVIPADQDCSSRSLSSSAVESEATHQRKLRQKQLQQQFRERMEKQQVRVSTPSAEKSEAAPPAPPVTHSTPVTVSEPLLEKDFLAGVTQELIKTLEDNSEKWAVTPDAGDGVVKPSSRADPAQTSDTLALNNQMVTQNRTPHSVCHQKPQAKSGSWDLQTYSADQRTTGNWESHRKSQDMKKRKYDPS
GSIS activator: primary screen for activators of insulin secretion dependent on glucose, INS-1E cells, GLuc reporter luminescence; INS-1E GLuc reporter insulin secretion, 2-3 h; activation, % at 16.6 µM; 370,000 tested, 0.61% active; AID 743287;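 active = lowest replicate activation of at least 40%, so every replicate reaches that level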;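 note: 0% = median of neutral control wells and 100% = median of IBMX positive control wells; some compounds called inactive have numbers as strong as hits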
ARNT TACC3 PPI: ARNT/TACC3 interaction disruption; Q9Y6A5; AlphaScreen His-ARNT PAS-B/GST-TACC3 binding, luminescence; TACC3 fragment carries E629A point mutation; inhibition, % at 9.99 µM; 390,000 tested, 0.66% active;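 active = mean inhibition of replicates at least 50% and at least half of replicates each reaching 50%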;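 note: 0% = complete ARNT plus TACC3 wells and 100% = ARNT alone without TACC3; many hits fall short of the cut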
esBAF inh: blocks esBAF chromatin remodeling in mouse ES cells; Bmi1-luciferase knock-in reporter, 24 h; 100% = twice the neutral-well signal; reporter increase, % at 12.5 µM; 350,000 tested, 2% active; in the data active = activation above about 40%;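 note: 0% = median of the plate's neutral control wells and 100% = double that signal; a rise in the Bmi1 reporter signal indicates esBAF inhibition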
ERAP1 inh: ERAP1 (human) enzyme inhibition; 340,000 tested, 0.15% active; recombinant ERAP1, Leu-AMC fluorescence, 60 min; Q9NZ08; inhibition, % at 10.7 µM;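 active = mean replicate inhibition of at least 30%, or all replicates individually reaching that 30% level; inactive = mean below 30% and not every replicate reaching it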;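 note: 0% = neutral control wells and 100% = L-leucinethiol positive control wells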
RAD54 branch: inhibitors of human RAD54 branch migration; Q92698; 360,000 tested, 0.14% active; AID 602329; inhibition, % at 10.4 µM; RAD54 Holliday junction branch migration, FAM/BHQ fluorescence;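 active = mean normalized replicate activity at least 40 and at least half of replicates scoring 40 or more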;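 note: 0% = median of neutral control wells and 100% = median of positive control wells; inhibitors cause a drop in the FAM fluorescence signal; in these data hits start at about 50%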
Numbers without * were called inactive; . = not tested or not shown; & = joins results of further samples.

SMILES	F508del corr	XiGFP reactiv	RAD52 anneal inh	GSIS activator	ARNT TACC3 PPI	esBAF inh	ERAP1 inh	RAD54 branch
CN1C(=S)SC2CS(=O)(=O)CC21 (stereo not given)	1.6	0.0	-10	2	.	.	-2	-17
O=C1CN(S(=O)(=O)Cc2ccccc2)C[C@H]2[C@@H](c3ccc(C#CCC4CCCC4)cc3)[C@@H](CO)N12	-0.1	0.0	-15	-26	.	.	2	.
O=C(CSc1nccc(=O)[nH]1)NCc1ccc(Cl)cc1	0.5	-0.1	-16	11	26	.	1	.
CC(C)(C)NC(=O)CN(C(=O)CCC(=O)Nc1nccs1)c1ccc(F)cc1	2.4	0.1	-14	18	-17	-4	1	-1
COc1ccc(CN(C(=O)c2cccs2)c2ccccc2C(=O)O)cc1	0.6	0.0	-10	-10	-4	2	-2	.
CCC(c1nc2ccccc2[nH]1)n1c(-c2ccc3cc[nH]c3c2)nc2ccccc21 (stereo not given)	1.9	-0.1	-34	.	.	.	-3	.
Cc1ccc(N(C)S(=O)(=O)c2ccc3[nH]cc(C(=O)NCCCN4CCOCC4)c(=O)c3c2)cc1C	2.4	0.0	-5	-6	-3	-4	-3	2
CCC/C(=C1/c2ccccc2C(=O)N1c1ccccc1)c1c(C)noc1C	3.7	-0.1	-11	15	.	.	1	.
Cc1ccc(S(=O)(=O)N2CCN(C(=O)CCC(=O)Nc3ccc(F)cc3F)CC2)cc1	-1.9	-0.3	-18	-10	19	-5	-2	4
CC(C)N1C(=O)C(=O)N(CC(=O)N2CCc3ccccc32)C1=O	1.1	0.2	-15	.	-34	-2	1	6
S=C(NCC1CCCO1)c1ccc(Br)cc1 (stereo not given)	0.9	-0.1	-8	-6	5	4	-3	-7
CC(=O)OC(C(=O)NC1CCCCC1)c1ccccc1Cl (stereo not given)	-0.2	0.3	-12	-12	-1	.	-2	.
C[C@@H]1CN([C@@H](C)CO)S(=O)(=O)c2ccc(Br)cc2O[C@H]1CN(C)C(=O)CN(C)C	-2.2&0.5	0.0&0.6	-9&8	14&-1	15	-6&-1	-2&2	5&-10
COC(=O)C[C@H]1CC[C@H]2[C@@H](COc3ccc(NC(=O)Cc4cccs4)cc3C(=O)N2C)O1	.	0.0	4	5	0	-3	-2	6
O=C(CCN1CCCCC1)NCC[C@H]1CC[C@@H](NC(=O)C2CCC2)[C@@H](CO)O1	-1.6	0.2	0	2	3	1	-3	-15
O=C(Nc1ccc(Br)cc1)c1cc(-c2ccc3c(c2)OCO3)on1	-1.2	0.0	-6	14	0	-1	-2	5
CCOC(=O)N1CCN(Cc2nc3cc(NC(=O)c4ccco4)ccc3n2C)CC1	-1.7	0.1	-7	5	1	8	2	-9
CCCC#Cc1ccc2c(c1)O[C@H](CN(C)C(=O)C1CCC1)[C@@H](C)CN([C@@H](C)CO)S2(=O)=O	-4.7	-0.2	-5	-20	3	8	2	5
COc1cccc(-c2ccc(C3[C@H]4CNC[C@@H]3N4CC3CCOCC3)cc2)c1 (stereo not given in full)	2.7&-2.8	0.0&0.1	-9&8	-1&3	.	.	5&3	.
COc1ccc(NC(=O)N(C)C[C@@H]2OCCCC[C@@H](C)Oc3ccc(NC(=O)CCCN(C)C)cc3C(=O)N([C@@H](C)CO)C[C@H]2C)cc1	0.9	0.1	-34	29	-17	-3	1	5
C[C@H]1CN([C@@H](C)CO)C(=O)c2cc(C#CCN(C)C)cnc2O[C@H]1CN(C)S(=O)(=O)c1ccccc1	2.4	-1.3	-13	-6	-2	-2	-3	15
O=S1(=O)CCC(N=Nc2c(O)n(Cc3ccccc3)c3ccccc23)C1 (stereo not given)	-1.1	0.0	2	9	-1	-4	-1	.
COc1ccc(S(=O)(=O)Nc2ccc3c(c2)C(=O)N([C@H](C)CO)C[C@@H](C)[C@H](CN(C)S(=O)(=O)c2cccs2)O3)cc1	-1.7	-1.3	-4	0	-6	5	1	-1
CC(C)C[C@H](NC(=O)c1nc[nH]c1C(=O)N1CCN(c2ccccc2)CC1)C(=O)OC(C)(C)C	3.2	0.0	-23	.	19	0	10	2
C[C@@H]1CN([C@H](C)CO)C(=O)c2cccc(NC(=O)Nc3ccc(C(F)(F)F)cc3)c2O[C@H]1CN(C)S(C)(=O)=O	0.7	0.1	-9	1	-1	5	-3	-33
COC(=O)C1=C(C)N(Cc2cccc(C(F)(F)F)c2)C(=NCc2cc(OC)c(OC)c(OC)c2)NC1c1cccc(F)c1 (stereo not given)	0.6	-0.2	-12	38	.	.	-1	.
C[C@H]1CN([C@@H](C)CO)C(=O)c2cc(NC(=O)C3CC3)ccc2O[C@H]1CN(C)C	1.6	-0.1	-5	24	11	-2	0	-1
CCc1ccc(NC(=O)Nc2c(C)n(C)n(-c3ccccc3)c2=O)cc1	0.4	0.0	-21	-1	.	-4	10	0
C[C@@H]1CN([C@H](C)CO)C(=O)c2cccc(NC(=O)c3ccncc3)c2O[C@H]1CN(C)Cc1ccc2c(c1)OCO2	1.9	0.4	-1	13	-7	11	-4	-10
CCC(C)c1ccc(NC(=O)C2CC3CCC2C3)cc1 (stereo not given)	-12	0.2	-19	-12	-10	.	.	0
CC(=O)c1ccc(N2CCN(C(=O)C(=O)c3cn(CC(=O)N4CCOCC4)c4ccccc34)CC2)cc1	4.8	0.2	-30	-7	.	0	3	-6
Cc1noc(C)c1C(=O)N(C)C[C@@H]1OCc2ccccc2-c2ccccc2C(=O)N([C@H](C)CO)C[C@H]1C	-0.6	0.3	-12	5	5	-4	0	-2
C[C@@H]1CCCCO[C@@H](CN(C)C(=O)Nc2ccc(F)cc2)[C@@H](C)CN([C@H](C)CO)C(=O)c2cc(N(C)C)ccc2O1	2.5	-0.1	-16	12	-5	3	1	-5
CN(C(=O)COC(=O)c1c2c(nc3ccccc13)CCCC2)c1c(N)n(Cc2ccccc2)c(=O)[nH]c1=O	3.2	0.0	-13	2	0	.	1	.
COC(=O)c1ccc(COC(=O)C2CCN(S(=O)(=O)c3ccccc3C(=O)OC)CC2)cc1	0.8	0.0	-8	16	-4	-5	-3	6
CC(C)[C@H](NC(=O)NC1CCCc2ccccc21)C(=O)O (stereo not given in full)	.	.	.	-13	3	6	.	2
CC1Cc2cc(-c3csc(NC(=O)CCl)n3)ccc2N1C(=O)C1CC1 (stereo not given)	0.7	0.5	-6	9	4	16	1	0
CC(C)NC(=O)Nc1ccc2c(c1)C(=O)N([C@@H](C)CO)C[C@H](C)[C@@H](CN(C)S(=O)(=O)c1ccccc1)OCCCC[C@@H](C)O2	-0.3	0.0	0	6	2	3	-2	-20
C[C@@H]1CN([C@H](C)CO)C(=O)c2cccc(NC(=O)NC3CCCCC3)c2O[C@H]1CN(C)Cc1ccc(C(=O)O)cc1	4.0	0.3	4	4	-6	-11	4	2
C[C@H](CO)N1C[C@H](C)[C@H](CN(C)S(=O)(=O)c2ccc(Cl)cc2)Oc2ccc(NS(=O)(=O)c3cccs3)cc2C1=O	-2.1	0.0	-6	-18	4	2	-1	-3

Part of the list above in order of length of the SMILES, low to high.
SMILES	F508del corr	XiGFP reactiv	RAD52 anneal inh	GSIS activator	ARNT TACC3 PPI	esBAF inh	ERAP1 inh	RAD54 branch
CC(C)[C@H](NC(=O)NC1CCCc2ccccc21)C(=O)O (stereo not given in full)	.	.	.	-13	3	6	.	2
C[C@H]1CN([C@@H](C)CO)C(=O)c2cc(C#CCN(C)C)cnc2O[C@H]1CN(C)S(=O)(=O)c1ccccc1	2.4	-1.3	-13	-6	-2	-2	-3	15
COc1ccc(S(=O)(=O)Nc2ccc3c(c2)C(=O)N([C@H](C)CO)C[C@@H](C)[C@H](CN(C)S(=O)(=O)c2cccs2)O3)cc1	-1.7	-1.3	-4	0	-6	5	1	-1

Retrieved by structure from the entries so far (four):
SMILES	F508del corr	XiGFP reactiv	RAD52 anneal inh	GSIS activator	ARNT TACC3 PPI	esBAF inh	ERAP1 inh	RAD54 branch
CCOC(=O)N1CCN(Cc2nc3cc(NC(=O)c4ccco4)ccc3n2C)CC1	-1.7	0.1	-7	5	1	8	2	-9
CCC(C)c1ccc(NC(=O)C2CC3CCC2C3)cc1 (stereo not given)	-12	0.2	-19	-12	-10	.	.	0
O=C(CCN1CCCCC1)NCC[C@H]1CC[C@@H](NC(=O)C2CCC2)[C@@H](CO)O1	-1.6	0.2	0	2	3	1	-3	-15
COc1cccc(-c2ccc(C3[C@H]4CNC[C@@H]3N4CC3CCOCC3)cc2)c1 (stereo not given in full)	2.7&-2.8	0.0&0.1	-9&8	-1&3	.	.	5&3	.

New compounds follow.
SMILES	F508del corr	XiGFP reactiv	RAD52 anneal inh	GSIS activator	ARNT TACC3 PPI	esBAF inh	ERAP1 inh	RAD54 branch
C[C@H]1CCCCO[C@H](CN(C)C(=O)NC2CCCCC2)[C@@H](C)CN([C@@H](C)CO)C(=O)c2cc(NS(=O)(=O)c3ccc(F)cc3)ccc2O1	-3.9	-0.1	7	-25	-5	11	1	-3
CCc1cccc2c(C(=S)N3CCCC3)c[nH]c12	0.7	0.0	-28	-2	-6	-3	-3	3
Cc1ccc(C(=O)Nc2cc(C)c(OCC(=O)N3CCOCC3)c(C)c2)cc1	.	.	.	5	8	-2	.	-5
Cc1nnsc1S(=O)c1ccc(Cl)cc1 (stereo not given)	-6.0	0.0	-3	1	-21	-3	0	.
O=C(O)CC1(CC(=O)NCc2csc(-c3cccs3)n2)CCCCC1	2.4	0.0	-5	.	2	3	0	-2
CC(C)c1ccc(Nc2cnn(C34CC5CC(CC(CC(=O)O)(C5)C3)C4)c(=O)c2Cl)cc1	-3.1	.	-13	-6	-1	-4	-5	11
COc1ccc(C(CC(=O)N2CCCCC2)C(C)C)cc1 (stereo not given)	-0.2	0.0	-12	.	-1	.	2	.
CO[C@@H]1CN(C)C(=O)c2ccc(NC(=O)NC(C)C)cc2OC[C@H](C)NC[C@@H]1C	.	0.0	6	-1	1	-21	-1	2
Cc1cc(=O)oc2cc(OCC(=O)OCC(=O)N(C)C3CCS(=O)(=O)C3)ccc12 (stereo not given)	0.4	-0.1	-8	6	5	.	1	.
C[C@H]1CN([C@@H](C)CO)C(=O)c2cc(C#CC3CC3)cnc2O[C@H]1CN(C)S(=O)(=O)c1cccc(F)c1	-4.4	0.1	12	-6	-5	17	0	-2
COC(=O)[C@@H]1N[C@@H]2c3ccc(C4=CCCCC4)c(=O)n3C[C@@H]2[C@H]1CO	-0.5	0.0	3	14	-2	1	-2	11
CC1=C(C(=O)OCCOc2ccccc2)C(c2coc3ccccc3c2=O)C2=C(CCCC2=O)N1 (stereo not given)	0.2	0.0	-11	-41	26	.	2	.
CCCN(CC(=O)Nc1ccccc1C)C(=O)/C=C/c1ccc(S(=O)(=O)N2CCCCCC2)cc1	-1.6	-0.1	-5	-45	3	-5	-7	.
CCOc1ccc(S(=O)(=O)/N=C(/Nc2ccc(C(C)=O)cc2)c2ccccc2)cc1	-0.5	-0.1	-23	-1	6	30	3	1
COc1ccc(NC(=O)Nc2ccc3c(c2)CC(=O)N([C@H](C)CO)C[C@@H](C)[C@@H](CN(C)C(=O)Nc2ccccc2)O3)cc1	-0.8	-1.0	-5	15	0	-4	0	0
C[C@@H]1CN([C@@H](C)CO)C(=O)c2cc(-c3ccc(C(=O)N(C)C)cc3)cnc2O[C@@H]1CN(C)C	1.2	-0.8	-5	12	-4	0	0	3

Assay outcomes deposited in PubChem by Broad Institute.
